Source: PubChem BioAssay (National Center for Advancing Translational Sciences (NCATS))
GALK inh – qHTS Assay for Inhibitors of Human Galactokinase (GALK); P51570; Purified GALK, Kinase-Glo residual ATP luminescence; Potency, µM (titrated, usually from 57.5 µM), without a hit: at the top dose activity change, negative = inhibition, hits mostly inhibitors; 0.007% of 270,000 active; AID 1868, 2009; note: potency is the fitted concentration of half-maximal effect; % is set by controls: 0 for no effect and ±100 for the full control effect
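Compounds were pin-transferred into ATP buffer (35 uM final), then GALK plus galactose (5 nM, 100 uM final) was added. After 1 h at room temperature, Kinase-Glo Plus was added and luminescence read after 10 min.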
hERG WT inh – qHTS for Inhibitors of KCHN2 3.1: Wildtype qHTS | Voltage-gated inwardly rectifying potassium channel KCNH2 (Homo sapiens), Q12809 | U2OS, BacMam KCNH2, thallium flux FluxOr; stronger effect = lower value | activity change, % at 1.84 µM | 0.37% of 340,000 active;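 active = maximum activity change below -70%; inconclusive = maximum activity change between -70% and -50%; inactive = maximum activity change above -50%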; note: % is set by controls: 0 for no effect and ±100 for the full control effect
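U2OS cells were transduced with wild-type KCNH2 virus (2.03 x 10^8 / mL) for 4 h at room temperature, then cultured overnight at 37 C. Thallium flux was read with FluxOr dye. Rate constants were normalized to DMSO controls.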
Mito fusion act – qHTS Assay for Small Molecule Inhibitors of Mitochondrial Division or Activators of Mitochondrial Fusion; S. cerevisiae fusion-defective mutant growth rescue, CellTiterGlo 48 h; Potency, µM (top dose mostly 46.1 µM), inactives show at the highest dose growth rescue (activation), usual class: activators; 0.23% of 320,000 active; AID 485298, 2010;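 note: potency is the fitted concentration of half-maximal effect; % of control where 0% means no effect; nearly all actives have a fitted effect of over 45% in size; temperature-sensitive fusion mutants such as fzo1-1 at 37 °C on non-fermentable ethanol glycerol medium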
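Read-out: ATP-based luminescence (CellTiterGlo, 10 min ambient) reporting growth of fusion-defective ts yeast after 48 hours at 37C on glycerol/ethanol YPEG medium in the presence of compound.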
BCR signal inh – qHTS Assay to Find Inhibitors of Chronic Active B-Cell Receptor Signaling; AID 493014, 2011; 0.05% of 340,000 active; ABC-DLBCL IkBa-CBG/CBR reporter, luminescence ratio, 4 h; Potency, µM (highest dose often 46.1 µM), for the others: top-dose ratio change, negative = lower green/red ratio, usual class: inhibitors; active = well fitted inhibition curve with a large enough effect in the signal ratio, with a control signal flat, not every such curve was filed as active; inconclusive = small, poorly fitted or top-dose-only effect, or effect the other way, or a change in a side signal; the % refers to the signal ratio;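 note: potency is the fitted concentration of half-maximal effect; plate controls were basal doxycycline-induced cells for no effect and cells given 10 µM MG132 for full effect; MG132 reads +100%, hits lower the ratio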
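Doxycycline induced both beetle luciferases in TMD8 lymphoma cells; IKK-driven degradation limits the IkappaBalpha-fused green signal, while red luminescence normalises for cell number and nonspecific effects. Compounds tested up to 46 uM, 4 hrs.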
S-ASM inh – Inhibitors of Secretory Acid Sphingomyelinase (S-ASM): qHTS | Sphingomyelin phosphodiesterase (Homo sapiens), P17405 | placental ASM, HMU-PC fluorogenic substrate, 60 min | Potency, µM (doses to about 57.5 µM), without a hit: at the highest dose activity change, negative = inhibition, hits mostly inhibitors | 0.006% of 340,000 active; note: potency is the fitted concentration of half-maximal effect
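HMU-PC0 cleavage (9 uM final) by human placental ASM, 60 min at 37 °C following 10 min compound exposure at RT; stopped at pH 10, fluorescence Ex 386/Em 447 nm.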
Eya2 phos inh – qHTS Assay for Inhibitors of the Phosphatase Activity of Eya2. recombinant Eya2, OMFP fluorescence dephosphorylation (OMFP is methylfluorescein phosphate). Potency, µM (doses to about 76.9 µM), without a hit: top-dose activity, negative = inhibition, hits mostly inhibitors. 0.006% of 330,000 active; note: potency is the fitted concentration of half-maximal effect; % is set by controls: 0 for no effect and ±100 for the full control effect
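Eya2 protein (added as 0.2 uM solution) was preincubated with compound for 10 min at ambient temperature in 50 mM HEPES pH 7.5, 50 mM NaCl, 5 uM MgCl2, 0.05% BSA, 1 mM DTT. OMFP (added at 50 uM) then reacted 10 min; fluorescence read at 485/525 nm.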
Menin MLL FP TR – qHTS Assay for Inhibitors Targeting the Menin-MLL Interaction in MLL Related Leukemias: Competition With Texas Red Labeled MLL-derived Mutant Peptide. 0.23% of 270,000 active. Menin + Texas Red MLL mutant peptide, fluorescence polarization. AID 1768, 2009. Potency, µM (titrated, usually from 61.6 µM), for the others: at the top dose FP activity change, negative = inhibition, hits mostly inhibitors. O00255; active = well fitted inhibition curve with a large enough effect in the polarisation, with a control signal flat, not every such curve was filed as active; inconclusive = small, poorly fitted or top-dose-only effect, or effect the other way, or a change in a side signal; inactive = no such curve, though single readings can be large or run the other way; the % refers to the polarisation; note: potency is the fitted concentration of half-maximal effect; % of control where 0% means no effect; many of its hits are not listed in these tables
MBNL1 CUG block – qHTS Assay for Inhibitors of MBNL1-poly(CUG) RNA binding; Potency, µM (titrated, usually from 57.5 µM), without a hit: at the highest dose activity change, negative = inhibition, actives largely listed as inhibitors; 0.036% of 280,000 active; Muscleblind-like protein 1 (Homo sapiens), Q9NR56; TR-FRET MBNL1-His/biotin-(CUG)12 binding, 665/545 ratio; active = well fitted inhibition curve with a large enough effect in the signal ratio, with a control signal flat, not every such curve was filed as active; inconclusive = small, poorly fitted or top-dose-only effect, or effect the other way, or a change in a side signal; inactive = no such curve, though single readings can be large or run the other way; the % refers to the signal ratio; note: potency is the fitted concentration of half-maximal effect; % is set by controls: 0 for no effect and ±100 for the full control effect
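His-tagged MBNL1 binding to biotinylated (CUG)12 RNA was measured by TR-FRET using terbium anti-His antibody (0.055 ng/ul final) and streptavidin-XL665 (5 nM final). Compounds were titrated 92 nM to 58 uM; 60 min at room temperature.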
USP2a block – qHTS Assay for Inhibitors of Ubiquitin-specific Protease USP2a Using CHOP2 as the Reporter; Ubiquitin carboxyl-terminal hydrolase 2 (Homo sapiens), O75604; USP2 core, Ub-CHOP2 coupled fluorogenic reporter, 485/531; Potency, µM (series often up to 38.3 µM), without a hit: at the top dose activity change, negative = inhibition, most hits filed as inhibitors; 0.01% of 330,000 active; AID 463254, 2010;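 note: potency is the fitted concentration of half-maximal effect; plate controls were DMSO wells for no effect and full inhibition by NEM control for full effect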
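USP2 core (10nM final) preincubated 30min RT with compound in 20mM Tris-HCl pH 8.0, 2mM CaCl2, 2mM beta-mercaptoethanol, 0.05% CHAPS; 25nM Ub-CHOP2 plus 25nM reporter substrate added, fluorescence (Ex485/Em531) read after 60min.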
PKM2 activator – qHTS Assay for Activators of Human Muscle isoform 2 Pyruvate Kinase | Potency, µM (series often up to 57.5 µM), inactives show at the highest dose activation, actives largely listed as activators | 0.34% of 260,000 active | Pyruvate kinase PKM (Homo sapiens), P14618 | purified PKM2, Kinase-Glo ATP luminescence, activation; response scale: 0% is enzyme alone, no compound | AID 1631, 2009; note: potency is the fitted concentration of half-maximal effect; % is set by controls: 0 for no effect and ±100 for the full control effect; nearly all actives have a fitted effect of over 55% in size
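hPK-M2, >95% pure; 0.1 mM ADP / 0.5 mM PEP final; imidazole pH7.2 buffer w/ 7 mM MgCl2, 50 mM KCl; 1 h RT; Kinase-Glo lum. Intermediate enzyme activity for dual inhibitor/activator qHTS.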
TSHR antagonist – Antagonists of the Thyroid Stimulating Hormone Receptor: HTS campaign; TSHR-expressing cells, TSH-stimulated cAMP HTRF, 2 h; stronger effect = lower value; activity change, negative = inhibition, % at 11.5 µM; 0.2% of 330,000 active;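 active = activity change below a set negative limit, meaning inhibition stronger than a set level, cut at about -70% in these data; inconclusive = activity change between two set negative limits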; note: % is set by controls: 0 for no effect and ±100 for the full control effect
Target sequence (P16473 whole entry, looked up): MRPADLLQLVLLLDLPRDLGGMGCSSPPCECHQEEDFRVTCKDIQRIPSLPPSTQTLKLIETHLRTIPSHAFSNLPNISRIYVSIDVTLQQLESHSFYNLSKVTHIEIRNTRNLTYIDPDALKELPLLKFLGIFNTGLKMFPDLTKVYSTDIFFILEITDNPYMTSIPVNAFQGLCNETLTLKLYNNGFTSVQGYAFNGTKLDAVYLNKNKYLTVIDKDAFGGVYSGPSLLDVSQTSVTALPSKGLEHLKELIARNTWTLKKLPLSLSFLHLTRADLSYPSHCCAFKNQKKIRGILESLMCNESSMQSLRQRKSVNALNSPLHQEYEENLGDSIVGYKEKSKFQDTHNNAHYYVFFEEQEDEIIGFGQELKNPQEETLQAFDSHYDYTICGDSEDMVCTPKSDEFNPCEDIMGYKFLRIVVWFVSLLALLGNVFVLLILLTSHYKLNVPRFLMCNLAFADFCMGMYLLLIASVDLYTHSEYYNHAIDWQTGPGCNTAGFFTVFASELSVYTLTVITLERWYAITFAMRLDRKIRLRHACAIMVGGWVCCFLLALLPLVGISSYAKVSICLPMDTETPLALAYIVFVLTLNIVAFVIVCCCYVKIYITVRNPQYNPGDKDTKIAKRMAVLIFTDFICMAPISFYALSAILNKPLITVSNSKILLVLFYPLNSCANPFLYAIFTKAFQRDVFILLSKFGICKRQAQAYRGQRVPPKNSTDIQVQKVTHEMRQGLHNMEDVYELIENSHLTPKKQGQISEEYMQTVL
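Freshly harvested TSHR cells receive pin-tooled compound, then EC80 TSH at 4nM final. After 2 hours at 37 deg C, antibody in lysis buffer and cAMP-d2 are added; 30 minutes at ambient temperature precede the HTRF read.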
* hit, by the source's call; i = inactive; ? = inconclusive; / = not tested or not shown; & = joins results of further samples; [ ] = remark or other dose. Unless noted, calls come from the whole dose curve; as a rule, active = well fitted curve in the direction sought with a large enough effect; inconclusive = small, poorly fitted or top-dose-only effect, or another doubt; inactive = no such curve, though single readings can be large; an effect the other way counts as inactive or inconclusive. The list is partial; rates above refer to the full screens.

SMILES | GALK inh | hERG WT inh | Mito fusion act | BCR signal inh | S-ASM inh | Eya2 phos inh | Menin MLL FP TR | MBNL1 CUG block | USP2a block | PKM2 activator | TSHR antagonist
CCOC(=O)C1CCCN(C(=O)c2ccc3c(c2)OCCO3)C1 (configuration not stated) | / | -10 | 7% | 2% | 5% | 13% | / | / | 0% | / | -8
C=CCN1C(=O)c2ccc(C(=O)N(C)Cc3ccc(C)o3)cc2C1=O | / | -4 | 5% | 1% | 2% | 9% | / | / | 0% | / | 22
O=C(CCC1CCCN(C(=O)c2cccs2)C1)N1CCN(c2ccccn2)CC1 (configuration not stated) | 6% | 7 | -1% | -11% | 1% | 1% | -7% | -8% | -1% | -1% | 0
COc1ccc(OC)c(N(CC(=O)NC2CC2)S(=O)(=O)c2ccc(C)cc2)c1 | 0% | -12 | -12% | ? | -3% | -8% | -9% | 0% | -10% | -15% | 3
CN(C)/C=C(/C(=O)c1ccc(Cl)c(Cl)c1)S(C)(=O)=O | 0% | i | -2% | -1% | -1% | 4% | 23% | -2% | 4% | -1% | -3
CC(C)CC(C(=O)Nc1ccccc1)N1C(=O)C2C3C=CC(C3)C2C1=O (configuration not stated) | -1% | 7 | -1% | -4% | 1% | 10% | 3% | 0% | 5% | -6% | 5
CN(C)S(=O)(=O)c1cccc(NC(=S)N/N=C/c2ccc(O)c(O)c2O)c1 | -7% | 1 | -4% | ? | -16% | -2% | / | 8% | 4% | 6% | -1
Cc1ccc(S(=O)(=O)N(CC(=O)N=Nc2c(O)[nH]c3ccccc23)c2cccc(C)c2)cc1 | -1% | 5 | 3% | 19% | ? | -9% | 10% | ? | -8% | -5% | -9
C=CCOC(=O)C1=C(C)OC(N)=C(C#N)C1c1ccc(F)cc1 (configuration not stated) | -1% | 0 | 0% | ? | 1% | -18% | 3% | -4% | 1% | 3% | 20
O=C(CNC(=O)c1ccc(Cl)cc1Cl)OCCCn1c(=O)[nH]c2ccccc21 | / | 20 | -2% | -9% | -1% | 24% | / | / | 0% | / | 7
CCn1c(SCC(=O)Nc2ccc(C)cc2)nc(O)cc1=O | 3% | -8 | -1% | 8% | 0% | 0% | / | 6% | 1% | 3% | -10
COc1ccc(Nc2nc3ccccc3nc2NS(=O)(=O)c2cccs2)c(OC)c1 | / | -3 | 2% | 3% | 28% | -8% | / | -6% | -2% | 0% | -5
CC(C)Sc1nc(N2CCOCC2)c2c(c1C#N)CC(C)(C)N(C)C2 | 0% | 18 | -1% | 5% | 10% | -7% | ? | 2% | -3% | -16% | 7
C/C(CC(=O)Nc1cccc(C(F)(F)F)c1)=N/NC(=O)C(=O)NCCO | / | -6 | -10% | ? | 4% | -5% | / | -4% | 0% | 0% | -9
O=C(CCc1nc(-c2ccccc2)c(-c2ccccc2)o1)OCc1ccc(Cl)cc1 | -3% | -7 | -2% | 15% | 2% | -5% | ? | 5% | 0% | 4% | -11
CC(C)(C)c1ccc(/C=N/N2CCN(c3ccccn3)CC2)cc1 | 4% | 2 | 1% | ? | 6% | 10% | / | -1% | 0% | -3% | -14
Cc1cccc(-n2ncc3c2CCCC3NC(=O)CN2CCCC2=O)c1C (configuration not stated) | 6% | 2 | 1% | 0% | 3% | 6% | / | -5% | -1% | -8% | 6
CCCN1C2CCCC1CC(NC(=S)Nc1cccc(C)c1)C2 (configuration not stated) | 10% | 59 | 1% | -2% | -3% | -10% | 1% | -11% | -1% | -10% | 1
O=C1CCCN1CCCNC(=S)Nc1ccc(Nc2ccccc2)cc1 | 0% | 2 | 7% | 1% | 1% | 2% | 1% | -3% | 4% | -7% | -1
CS(=O)(=O)c1ccccc1C(=O)Nc1ccc2sccc2c1 | 1% | -10 | 5% | -5% | 3% | -25% | -4% | -3% | 1% | -9%[0.46 µM] | -9
COc1ccc(CC(=O)c2c(O)cc(O)cc2O)cc1OC | 1% | -16 | -15% | -12% | -4% | -19% | ? | -1% | -6% | -9% | -32
COc1ccc(CNS(=O)(=O)c2cc(OCC(N)=O)c(C)cc2Cl)cc1 | -2% | -3 | 0% | -2% | 0% | -14% | 12% | 1% | -6% | -7% | 1
CC1CCN(C(=O)COC(=O)c2ccc(Br)o2)CC1 | 2% | 5 | -3% | 20% | 6% | -42% | 2% | -6% | 1% | -6% | 15
CCNC(=S)N/N=C/c1ccc(OCC(=O)Nc2ccc(C)cc2)cc1 | -2% | -7 | -4% | ? | -10% | 1% | -1% | 5% | 2% | -2% | -7
Oc1ccc(Br)cc1/C=N/N1CCCCC1 | 2% | -8 | 0% | ? | -3% | 6% | -15% | / | -3% | -13% | 18

Full records as entered above.
`O=C(CCC1CCCN(C(=O)c2cccs2)C1)N1CCN(c2ccccn2)CC1` (configuration not stated) reads GALK inh: 6%; hERG WT inh: 7; Mito fusion act: -1%; BCR signal inh: -11%; S-ASM inh: 1%; Eya2 phos inh: 1%; Menin MLL FP TR: -7%; MBNL1 CUG block: -8%; USP2a block: -1%; PKM2 activator: -1%; TSHR antagonist: 0
`C/C(CC(=O)Nc1cccc(C(F)(F)F)c1)=N/NC(=O)C(=O)NCCO` reads GALK inh: /; hERG WT inh: -6; Mito fusion act: -10%; BCR signal inh: ?; S-ASM inh: 4%; Eya2 phos inh: -5%; Menin MLL FP TR: /; MBNL1 CUG block: -4%; USP2a block: 0%; PKM2 activator: 0%; TSHR antagonist: -9

Single values from the list.
TSHR antagonist, COc1ccc(Nc2nc3ccccc3nc2NS(=O)(=O)c2cccs2)c(OC)c1 stands at -5
TSHR antagonist, CC(C)(C)c1ccc(/C=N/N2CCN(c3ccccn3)CC2)cc1 stands at -14
hERG WT inh, Oc1ccc(Br)cc1/C=N/N1CCCCC1 stands at -8
PKM2 activator, C/C(CC(=O)Nc1cccc(C(F)(F)F)c1)=N/NC(=O)C(=O)NCCO stands at 0%

Additional entries.
SMILES | GALK inh | hERG WT inh | Mito fusion act | BCR signal inh | S-ASM inh | Eya2 phos inh | Menin MLL FP TR | MBNL1 CUG block | USP2a block | PKM2 activator | TSHR antagonist
COc1ccc(-n2nc(C(=O)NCC(=O)N3CCN(c4cccc(Cl)c4)CC3)c3ccccc3c2=O)c(OC)c1 | -2% | -2 | 1% | -2% | -9% | -2% | 1% | ? | -1% | 1% | -2
CC(C)(C)NC(=O)NC(=O)COC(=O)c1ccc(OC(F)F)cc1 | 0% | 5 | -3% | -1% | 0% | -2% | -10% | -4% | -2% | 7% | 8
Cc1nn(CCCC(=O)Nc2cccnc2Cl)c(C)c1[N+](=O)[O-] | -1% | -11 | ? | ? | -1% | -1% | -17% | -4% | 1% | 27% | 1
Cc1ccc(NC(=O)CSCC(=O)Nc2ccccc2N2CCCCC2)cc1 | / | 2 | ? | 11% | -9% | -29% | / | / | -1% | / | 1
CCC1(c2ccccc2)C(=O)NCNC1=O | -1% | 6 | -18%&-5% | ? | -3% | -5%&1% | 1% | 15% | 1% | 1% | -9&-6
COc1ccccc1CN1C(=O)c2cccc3cccc(c23)C1=O | 0% | -3 | -9% | 8% | -3% | 0% | 0% | 3% | 0% | 4% | -14
